Screening results as filed in PubChem BioAssay.
NTMT1 inh = NTMT1 methyltransferase inhibition; 59,000 tested, 2.5% active; Q9BV86; Potency, µM (doses to about 114 µM), for the others: top-dose activity change, negative = inhibition, most hits filed as inhibitors; AID 1645870; NTMT1 MTase-Glo SAH luminescence, purified enzyme;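 note: plate controls were DMSO vehicle for no effect and no enzyme for full effect; nearly all actives have a fitted effect of over 65% in size; many of its hits are not listed in these tables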
Target sequence (Q9BV86 whole entry, looked up): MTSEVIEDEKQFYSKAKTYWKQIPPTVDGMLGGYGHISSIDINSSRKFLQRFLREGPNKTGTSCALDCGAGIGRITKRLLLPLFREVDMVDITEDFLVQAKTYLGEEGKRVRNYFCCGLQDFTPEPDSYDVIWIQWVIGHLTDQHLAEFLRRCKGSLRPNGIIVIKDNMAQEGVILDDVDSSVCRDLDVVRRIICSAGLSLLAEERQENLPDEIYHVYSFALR
FH mod = Identification of activators of human fumarate hydratase by quantitative high-throughput screening. Fumarate hydratase, mitochondrial (Homo sapiens), P07954. FH coupled MDH/diaphorase resazurin fluorescence, 15 min. Potency, µM (top dose mostly 79.9 µM), for inactives: top-dose activity change, negative = inhibition, usual class: inhibitors. 54,000 tested, 0.22% active. AID 1347055, 2019; note: the screen sought activators but most active calls are inhibition curves; nearly all actives have a fitted effect of over 45% in size
Target sequence (P07954 whole entry, looked up): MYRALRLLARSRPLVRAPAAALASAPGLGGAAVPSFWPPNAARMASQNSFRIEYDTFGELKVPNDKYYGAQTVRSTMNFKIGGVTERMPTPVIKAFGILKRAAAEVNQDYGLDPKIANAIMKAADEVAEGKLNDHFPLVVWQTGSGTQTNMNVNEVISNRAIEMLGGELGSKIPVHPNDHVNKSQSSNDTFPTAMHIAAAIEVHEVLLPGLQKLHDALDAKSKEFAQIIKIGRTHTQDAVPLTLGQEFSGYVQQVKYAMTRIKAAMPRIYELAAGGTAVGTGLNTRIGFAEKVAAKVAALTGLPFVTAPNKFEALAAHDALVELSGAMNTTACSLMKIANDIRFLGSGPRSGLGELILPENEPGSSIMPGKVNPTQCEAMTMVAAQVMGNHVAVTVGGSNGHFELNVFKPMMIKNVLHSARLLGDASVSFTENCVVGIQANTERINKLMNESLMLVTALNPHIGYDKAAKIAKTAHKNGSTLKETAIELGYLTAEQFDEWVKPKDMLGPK
Active calls of the source: *; ? = inconclusive; & = joins results of further samples; [ ] = dose if it differs, or a comment. Calls come from the whole dose curve; as a rule, active = well fitted curve in the direction sought with a large enough effect; inconclusive = small, poorly fitted or top-dose-only effect, or another doubt; inactive = no such curve, though single readings can be large; an effect the other way counts as inactive or inconclusive. Unless noted, % is set by controls: 0 for no effect and ±100 for the full control effect; potency is the fitted concentration of half-maximal effect.

| canonical_smiles | NTMT1 inh | FH mod |
| --- | --- | --- |
| O=C(O)CCCCC1CCSS1 (stereo not given) | 24.4%[57.5 µM] | -5.5%[53.3 µM] |
| O=C(COc1ccc(C(=O)c2ccccc2)cc1)NC1CCN(Cc2ccccc2)CC1 | -3.0%[57.5 µM] | 12.3% |
| CSCC[C@H](NC(=O)[C@H](Cc1c[nH]c2ccccc12)NC(=O)CCNC(=O)OC(C)(C)C)C(=O)N[C@@H](CC(=O)O)C(=O)N[C@@H](Cc1ccccc1)C(N)=O | 22.3%[57.5 µM] | -8.6%[53.3 µM] |
| CC(CCc1ccccc1)NCC(O)c1ccc(O)c(C(N)=O)c1 (stereo not given) | -0.3%[57.5 µM] | 5.0% |
| CC(C)C(=O)OC[C@@]1(N=[N+]=[N-])O[C@@H](n2ccc(N)nc2=O)[C@H](OC(=O)C(C)C)[C@@H]1OC(=O)C(C)C | 2.5% | 0.1% |
| Cc1cc(NC(=O)Nc2ccc(N(C)C)cc2)c2cc(F)cc(F)c2n1 | -13.3%&-12.6%[57.5 µM] | -9.8%[53.3 µM] |
| CC(C)CCC[C@@H](C)[C@H]1CC[C@H]2[C@@H]3CC=C4C[C@@H](OC(=O)NCCN(C)C)CC[C@]4(C)[C@H]3CC[C@]12C | 22.4µM* | -20.2% |
| O=c1[nH]cnc2[nH]ncc12 | 16.1% | -15.7%&13.3%&4.3%[53.3 µM] |
| CC1(C)CC[C@]2(C(=O)O[C@@H]3O[C@H](CO)[C@@H](O)[C@H](O)[C@H]3O)CC[C@]3(C)C(=CCC4[C@@]5(C)C[C@@H](O)[C@H](O)C(C)(C)C5CC[C@]43C)C2[C@@H]1O (stereo not given in full) | 11.1%[12.6 µM] | 0.4%[20.6 µM] |
| CN(C)CCn1cc(-c2ccc(F)cc2)c(-n2cccc2)n1 | -4.1%[57.5 µM] | 9.1% |
| CC(C)OC(=O)OCOP(=O)(COC(C)Cn1cnc2c(N)ncnc21)OCOC(=O)OC(C)C (stereo not given) | 12.4% | ? |
| CCCCCN(CCC12CC3CC(CC(C3)C1)C2)C(=O)NCCCc1ccncc1 | ? | -2.5%[53.3 µM] |
| CS(=O)(=O)c1ccc(-c2nnc(/C=C/c3nnc(-c4ccc(C#N)cc4)o3)n2-c2ccccc2Cl)nc1 | -4.3%[57.5 µM] | 1.1% |
| Clc1cc(Cl)cc(CNc2ncncc2-c2ccc3c(c2)OCO3)c1 | 23.0% | -15.6% |
| C=C1C(OC2OC(CO)C(O)C(O)C2O)CC2C(C)(C)C(O)CCC2(C)C1CC/C(C)=C\COC(=O)CC(=O)O (stereo not given) | -3.5%[12.6 µM] | -8.5%[20.6 µM] |
| CC(=O)N[C@H]1CCN(c2ccc(C3=NOC(CN[S+](=O)([O-])C(C)C)C3)cc2F)C1 (stereo not given in full) | -19.2%[57.5 µM] | 4.3% |
| CC(=O)OC(C)(C)/C=C/C(=O)C(C)(O)C1C(O)CC2(C)C3CC=C(C(C)(C)C(=O)O)C(CC(=O)O)C3(C)C(=O)CC12C (stereo not given) | 2.9%[12.6 µM] | -12.3%[20.6 µM] |
| OC[C@H]1O[C@H](O[C@]2(CCl)O[C@H](CCl)[C@@H](O)[C@@H]2O)[C@H](O)[C@@H](O)[C@H]1Cl | -2.4%&22.1%[57.5 µM] | -1.9% |
| O=C1C[C@@H](c2ccc(O)cc2)Oc2cc(O)ccc21 | -1.2%[57.5 µM] | -2.1% |
| CC[C@@H](C)Nc1cc(C(=O)NC2CC3CC[C@@H](C2)N3c2ccc(C(=O)C3CC3)cn2)c(C)cc1C(N)=O (stereo not given in full) | 4.1%[57.5 µM] | -11.1% |
| O=C(O)c1ccc(N2C(=O)/C(=C/c3ccc(-c4ccc([N+](=O)[O-])cc4)o3)C=C2c2ccccc2)cc1 | ? | -20.6% |
| C=C1CC[C@H]2[C@@](C)(CCC[C@@]2(C)C(=O)O)[C@@H]1CCC(C)CCO (stereo not given in full) | 9.5%[29.8 µM] | -11.1%[53.3 µM] |
| Cc1cc(-c2nnc3n2CCCCC3)c(C)n1-c1ccccc1 | -4.0% | 17.1%[53.3 µM] |
| CC1(C(=O)O)CC[C@]2(C(=O)OC3OC(CO)C(O)C(O)C3O)CC[C@]3(C)C(=CCC4[C@@]5(C)CC[C@H](OC6OCC(O)C(O)C6OC6OC(CO)C(O)C(O)C6O)C(C)(C)C5CC[C@]43C)C2C1 (stereo not given in full) | 15.2%[12.6 µM] | 18.3%[20.6 µM] |
| O=C(/C=C\c1ccc(O)cc1)N[C@@H](Cc1ccc(O)cc1)C(=O)O | -1.6%[29.8 µM] | -0.8%[53.3 µM] |
| C[C@@H]1C[C@H]2O[C@@H]2/C=C\C=C\C(=O)Cc2c(Cl)c(O)cc(O)c2C(=O)O1 | 9.4%[57.5 µM] | 0.2%[53.3 µM] |
| O=C(NCc1cccc(O)c1)Nc1nc(-c2ccncc2)cs1 | 2.0%[57.5 µM] | 5.4% |
| CC(=O)OC1CC(C)(C(=O)O)CC2C3=CC(=O)C4C5(C)CCC(OC6OC(C(=O)O)C(O)C(O)C6OC6OC(C(=O)O)C(O)C(O)C6O)C(C)(C)C5CCC4(C)C3(C)CCC12C (stereo not given) | 7.8%[12.6 µM] | 0.5%[20.6 µM] |
| CC1CC(OC(=O)c2ccccc2O)CC(C)(C)C1 (stereo not given) | 23.5%[57.5 µM] | -0.9%[53.3 µM] |
| CCCC1=CC2=C(CO1)C(=O)C(C)(O)C(OC(=O)c1c(C)cc(OC)cc1O)C2 (stereo not given) | 4.9%[29.8 µM] | -2.8%[53.3 µM] |
| C=C1C(=CC=C2CCC[C@]3(C)[C@@H]([C@H](C)C=C[C@H](C)C(C)C)CC[C@@H]23)C[C@@H](O)C[C@@H]1O | -21.6%[57.5 µM] | -11.9%[53.3 µM] |
| COc1ccc2c(c1)c1c3n2CCN(C)C3=NCC1 | 29.2%[57.5 µM] | -4.8%[53.3 µM] |
| CC(C)c1noc(N2CCC(COc3ccc(-c4ccc(S(C)(=O)=O)cc4)nc3)CC2)n1 | 5.6%&11.1%[57.5 µM] | -6.0% |
| Cc1cc(CC(=O)O)n(C)c1C(=O)c1ccc(Cl)cc1 | -11.8%[57.5 µM] | 3.5%[53.3 µM] |
| O=C(O)CSc1cc(NS(=O)(=O)c2ccc(Br)cc2)c2ccccc2c1O | 28.2µM* | 15.8µM* |
| Nc1nc2[nH]cc(CCc3ccc(C(=O)N[C@@H](CCC(=O)O)C(=O)O)cc3)c2c(=O)[nH]1 | 13.2% | 5.9%[53.3 µM] |
| COc1cc(/C=C/C(N)=O)cc(OC)c1OC | 9.9%[57.5 µM] | -6.1%[53.3 µM] |
| CC(C)C(N)C(=O)OCCOCn1cnc2c(=O)[nH]c(N)nc21 (stereo not given) | ? | 3.2% |
| C[C@]12C[C@H](O)[C@H]3[C@@H](CCC4=CC(=O)CC[C@@]43C)[C@@H]1CC[C@@H]2C(=O)CO | ? | -11.0%&1.1%[53.3 µM] |
| O=P(O)(O)C(O)(Cn1ccnc1)P(=O)(O)O | 14.4%[12.6 µM] | 15.9%[20.6 µM] |
| COc1ccc(-c2ccccc2)cc1NS(=O)(=O)c1cc(Cl)cc(Cl)c1O | -27.7%[29.8 µM] | -10.8%[53.3 µM] |
| Cc1cc(C(=O)N2CCN(c3cccc(Cl)c3)CC2)n(-c2ccccc2)n1 | 2.8%&15.6%[57.5 µM] | -2.5% |
| CC1(C)C2CC=C(COC3OC(COC4OCC(O)(CO)C4O)C(O)C(O)C3O)C1C2 (stereo not given) | 18.3%[29.8 µM] | -3.7%[53.3 µM] |
| O=C(NCCCc1ccccc1)C1CCC(CNS(=O)(=O)c2cccc3nsnc23)CC1 (stereo not given) | 3.8%[57.5 µM] | 3.5% |
| CC(=O)OC/C(=C/C(=O)O)CC[C@@H]1C(CO)=CC[C@@H]2C(C)(C)CCC[C@@]12C | -8.9%[29.8 µM] | 0.9%[53.3 µM] |
| CN(C)c1cccc(Oc2cnc(Nc3cccc(O)c3)nc2)c1 | -0.1%[57.5 µM] | -7.8% |
| CC(C)(CC(=O)N1CCCC1)NCC(=O)N1C[C@@H](F)C[C@H]1C#N | 2.2%[57.5 µM] | 3.9% |
| CC(C)=CCC[C@](C)(O[C@@H]1O[C@H](CO[C@@H]2O[C@H](CO)[C@@H](O)[C@H](O)[C@H]2O)[C@@H](O)[C@H](O)[C@H]1O)C1CC[C@]2(C)[C@@H]1[C@H](O)CC1[C@@]3(C)CC[C@H](O[C@@H]4O[C@H](CO)[C@@H](O)[C@H](O)[C@H]4O[C@@H]4O[C@H](CO)[C@@H](O)[C@H](O)[C@H]4O)C(C)(C)[C@@H]3CC[C@]12C (stereo not given in full) | -8.3%[12.6 µM] | 0.2%[20.6 µM] |
| Cc1cn[nH]c1 | ? | -14.1%&-6.8%&-0.7%[53.3 µM] |
| CC(C)CCOC(=O)c1ccc(N(C)C)cc1 | 21.6%[57.5 µM] | -1.3%[53.3 µM] |
| C[C@@H]1CC[C@]2(C)C(C[C@@H](O)[C@H](O)[C@]23CO3)[C@@]1(C)CCc1ccoc1 (stereo not given in full) | 6.7%[29.8 µM] | 5.9%[53.3 µM] |
| Nc1cccc2c1C(=O)N(C1CCC(=O)NC1=O)C2=O (stereo not given) | 17.8% | 2.8%[53.3 µM] |
| COc1ccc(-c2cc(=O)c3c(O)cc(O)cc3o2)cc1O | ? | 24.3µM* |
| C/C1=C\CCC2=C[C@@H](OC2=O)c2c(C)coc2C1 | -2.4%[57.5 µM] | -1.2% |
| NCCc1cnc[nH]1 | 10.0% | -10.2%&2.9%&-13.2%[53.3 µM] |
| O=C(O)CCC(=O)Nc1ccc(S(=O)(=O)Nc2nccs2)cc1 | -21.7%[57.5 µM] | 1.5%[53.3 µM] |

The listing continues:
| canonical_smiles | NTMT1 inh | FH mod |
| --- | --- | --- |
| COC(=O)CCc1ccc(OCC(O)CNC(C)C)cc1 (stereo not given) | 0.2%&2.2%[57.5 µM] | 1.0% |
| Cc1nc2n(c(=O)c1CCN1CCC(c3noc4cc(F)ccc34)CC1)CCCC2 | 16.8%&4.5%[57.5 µM] | 5.4%&18.8%[53.3 µM] |
| Cc1nn(-c2ccccc2)c(C)c1/C=N/N1CCN(Cc2ccccc2)CC1 | -13.5%[57.5 µM] | -7.5% |
| CC(C)[N+]1(C)[C@@H]2CC[C@H]1CC(OC(=O)C(CO)c1ccccc1)C2 (stereo not given in full) | -4.2%[57.5 µM] | 18.0%[53.3 µM] |
| CC(C)CC(=O)O[C@@H]1OC=C(CO[C@@H]2O[C@H](CO)[C@@H](O)[C@H](O)[C@H]2O)[C@H]2[C@@H]3O[C@H]3[C@@](O)(CO)[C@@H]12 | 0.5%[29.8 µM] | 8.7%[53.3 µM] |
| C=C1[C@@H]2CC[C@@]3(C)[C@H](c4ccoc4)OC(=O)C[C@]13O[C@H]1CC(=O)C(C)(C)[C@H](CC(=O)OC)[C@]12C | 17.8%[29.8 µM] | -1.0%[53.3 µM] |
| Cc1cc(OCCCS(C)(=O)=O)cc(C)c1-c1cccc(COc2ccc(C3=CC(=O)NS3=O)cc2)c1 (stereo not given) | ? | ? |
| CCOC(=O)Nc1cc(-c2ccc(C)c(NS(C)(=O)=O)c2)nn2c(C)nnc12 | 4.0%[57.5 µM] | 2.8% |
| C=CC(C)(O)CC[C@H]1C(=C)CCC2[C@](C)(C(=O)O)CCC[C@@]21C (stereo not given in full) | 22.2%[29.8 µM] | -0.2%[53.3 µM] |
| CCCCOC(=O)c1ccc(O)cc1 | 19.8%[57.5 µM] | -13.7%[53.3 µM] |
| C=CC(=O)N1CCC[C@@H](n2nc(-c3ccc(Oc4ccccc4)cc3)c3c(N)ncnc32)C1 | ? | -16.8% |
| CC(O)COc1ccccc1 (stereo not given) | 30.3%[activator][57.5 µM] | -10.1%[53.3 µM] |
| COc1cc(O)cc(C)c1C(=O)O[C@H]1[C@@H](O)[C@@H](n2ccc(=O)[nH]c2=O)O[C@@H]1CO | 7.2%[29.8 µM] | 0.7%[53.3 µM] |
| OC[C@H]1O[C@@H](OC[C@H]2O[C@@H](OCc3ccccc3)[C@H](O)[C@@H](O)[C@@H]2O)[C@H](O)[C@@H](O)[C@@H]1O | 21.3%[29.8 µM] | -0.1%[53.3 µM] |
| CC(O)CO[C@@H]1O[C@H](CO)[C@@H](O)[C@H](O)[C@H]1O (stereo not given in full) | 6.9%[57.5 µM] | -3.7% |
| Cc1cc(Nc2nn(-c3ccccc3)c(=O)c3ccccc23)n[nH]1 | 5.1% | 3.6% |
| CC(C)Oc1ccc(C(=O)NC(CNC(=O)CN(C)C)Cc2ccc(-c3cn4cccc(C(C)O)c4n3)cc2)cc1Cl (stereo not given) | 0.8%[57.5 µM] | 2.3% |
| COc1ccccc1N1CCN(CCN2C(=O)CC3(CCCC3)CC2=O)CC1 | 3.4%[57.5 µM] | 0.7% |
| CC(C)(O)c1ccc2c(c1)C(O)CC1C(C)(C(=O)O)CCCC21C (stereo not given) | 1.7%[29.8 µM] | 8.7%[53.3 µM] |

One compound at a time, from the list above. Order of screens: NTMT1 inh | FH mod
`CC(=O)OC1CC(C)(C(=O)O)CC2C3=CC(=O)C4C5(C)CCC(OC6OC(C(=O)O)C(O)C(O)C6OC6OC(C(=O)O)C(O)C(O)C6O)C(C)(C)C5CCC4(C)C3(C)CCC12C` (stereo not given) as listed: 7.8%[12.6 µM] | 0.5%[20.6 µM]
`COc1ccc(-c2ccccc2)cc1NS(=O)(=O)c1cc(Cl)cc(Cl)c1O` as listed: -27.7%[29.8 µM] | -10.8%[53.3 µM]
`COc1ccc2c(c1)c1c3n2CCN(C)C3=NCC1` as listed: 29.2%[57.5 µM] | -4.8%[53.3 µM]
`CC1(C)C2CC=C(COC3OC(COC4OCC(O)(CO)C4O)C(O)C(O)C3O)C1C2` (stereo not given) as listed: 18.3%[29.8 µM] | -3.7%[53.3 µM]

Some of the compounds tested, so the mix of outcomes need not match the whole.
